Cycloheximide cs = counter-screen hit for Shiga toxin inhibitors, cycloheximide; cell reporter, cycloheximide protein synthesis inhibition counterscreen; max response, %; 300,000 compounds, 12% hits; AID 2314; in the data active = max response mostly above about 13%, no sharp cut-off; inactive = mostly below about 14%; also: read at 38.3 µM for the half of the compounds with a filed dose; 0% is about no effect
AMA1 RON2 block = disrupts binding of P. falciparum AMA1 to RON2. AlphaScreen AMA1-biotinylated RON2 peptide binding. Potency, µM (top dose mostly 58.2 µM), inactives show at the top dose activity change, negative = inhibition, hits mostly inhibitors. 360,000 compounds, 0.2% hits. AID 720542;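 also: potency is read from the fitted curve at half-maximal effect; 0% = vehicle wells and -100% = peptide control; nearly all actives have a fitted effect of over 45% in size; some results filed as inactive show a strong effect at the top dose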
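AMA1 (3D7) with his tag at 25 nM final met compounds first, then biotinylated RON2 peptide at 25 nM; detection used donor plus acceptor beads, 10 µg/mL apiece, read by AlphaScreen after 30 min at room temperature.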
HCMV antiviral = blocks human cytomegalovirus replication | 410,000 compounds, 4.5% hits | HFF cells, HCMV-luciferase reporter, 72 h; stronger effect = lower value | activity change, negative = inhibition, % at 57.5 µM; in the data active = activity change below about -60%; inconclusive = no clear call, values can overlap the other calls; inactive = above about -39%; also: % is scaled to controls: 0 for no effect and ±100 for the full control effect
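Cell-based, HFFs, 1000 cells/well, 16 h 37C; cpds in DMSO + HCMV-luc, MOI 1 PFU/cell; 72 h 37C; OneGlo luminescence after 5 min RT; norm. to buffer vs Salinomycin 10uM.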
Shiga inhibitor = Shiga toxin inhibition | Vero cells, Shiga toxin protein synthesis inhibition reporter | inhibition, % at 38.7 µM | 290,000 compounds, 9.2% hits | AID 2315; in the data active = inhibition mostly above about 28%, no sharp cut-off; inactive = mostly below about 43%; also: 0% is about no effect
AmpC inh no detg = AmpC beta-lactamase inhibition without detergent; P00811; AmpC nitrocefin hydrolysis, absorbance 480 nm, 0.0001% Triton; Potency, µM (top dose mostly 57.1 µM), without a hit: at the highest dose activity change, negative = inhibition, hits mostly inhibitors; 330,000 compounds, 0.52% hits; AID 485341;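 also: potency is read from the fitted curve at half-maximal effect; plate controls were no compound for no effect and no enzyme for full effect; nearly all actives have a fitted effect of over 20% in size; some results filed as inactive show a strong effect at the top dose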
Target sequence (P00811 whole entry, looked up): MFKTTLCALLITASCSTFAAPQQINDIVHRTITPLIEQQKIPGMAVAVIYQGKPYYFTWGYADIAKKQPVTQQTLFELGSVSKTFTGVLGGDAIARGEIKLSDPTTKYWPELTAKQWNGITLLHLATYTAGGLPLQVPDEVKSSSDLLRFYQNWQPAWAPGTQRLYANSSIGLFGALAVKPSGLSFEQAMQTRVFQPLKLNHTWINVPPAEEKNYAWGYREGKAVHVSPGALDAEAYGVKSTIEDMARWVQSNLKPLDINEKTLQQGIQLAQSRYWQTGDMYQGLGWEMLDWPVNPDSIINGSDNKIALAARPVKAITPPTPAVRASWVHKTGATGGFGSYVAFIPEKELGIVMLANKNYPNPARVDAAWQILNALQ
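AmpC (5.3 nM in the dispensed reagent) in 20 mM phosphate pH 7.0 with 0.01% (detergent screen) or 0.0001% Triton X-100 was preincubated with compounds for 15 min at room temperature. Nitrocefin was then added from an 800 uM solution, and hydrolysis was followed at 480 nm.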
FBPA Giardia inh = blocks Giardia fructose-bisphosphate aldolase activity | purified Giardia FBPA | 290,000 compounds, 0.71% hits | AID 2451 | Potency, µM (titrated, usually from 59.6 µM), without a hit: top-dose activity, negative = inhibition, actives largely listed as inhibitors | A8B2U2; also: potency is read from the fitted curve at half-maximal effect; % is scaled to controls: 0 for no effect and ±100 for the full control effect; nearly all actives have a fitted effect of over 55% in size
Target sequence (A8B2U2 whole entry, looked up): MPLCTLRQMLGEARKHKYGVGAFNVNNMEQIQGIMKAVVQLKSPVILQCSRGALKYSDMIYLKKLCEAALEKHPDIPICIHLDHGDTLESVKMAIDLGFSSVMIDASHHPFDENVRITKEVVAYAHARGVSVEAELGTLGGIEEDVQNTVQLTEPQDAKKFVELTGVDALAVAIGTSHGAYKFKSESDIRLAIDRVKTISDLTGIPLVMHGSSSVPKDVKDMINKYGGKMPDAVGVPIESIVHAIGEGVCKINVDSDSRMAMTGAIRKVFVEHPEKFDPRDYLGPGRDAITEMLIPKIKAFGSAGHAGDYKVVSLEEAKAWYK
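Giardia FBPA (40 nM reagent) was preincubated 10 min at RT with compound (up to 57.5 uM final), then substrate plus GAPDH/TPI/NAD/arsenate coupling system with diaphorase/resazurin was added; resorufin fluorescence (525/598 nm) was read after 20 min.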
AmpC inh detg = inhibitors of E. coli AmpC beta-lactamase with detergent. AmpC hydrolysis of nitrocefin, absorbance 480 nm, 0.01% Triton. Potency, µM (doses to about 114 µM), for inactives: at the top dose activity change, negative = inhibition, actives largely listed as inhibitors. 370,000 compounds, 0.041% hits. AID 485294;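 also: potency is read from the fitted curve at half-maximal effect; 0% = no-compound wells and -100% = no-enzyme wells; nearly all actives have a fitted effect of over 25% in size; some results filed as inactive show a strong effect at the top dose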
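AmpC (5.3 nM in the dispensed reagent) in 20 mM phosphate pH 7.0 with 0.01% (detergent screen) or 0.0001% Triton X-100 was preincubated with compounds for 15 min at room temperature. Nitrocefin was then added from an 800 uM solution, and hydrolysis was followed at 480 nm.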
Active calls of the source: *; u = inconclusive; x = no result given; & = joins results of further samples; ! = not confirmed by another sample; [ ] = another dose, or the depositor's remark. Unless noted, calls follow the shape of the dose curve; as a rule, active = well fitted curve in the direction sought with a large enough effect; inconclusive = small, poorly fitted or top-dose-only effect, or another doubt; inactive = no such curve, though single readings can be large; an effect the other way counts as inactive or inconclusive.

smiles	Cycloheximide cs	AMA1 RON2 block	HCMV antiviral	Shiga inhibitor	AmpC inh no detg	FBPA Giardia inh	AmpC inh detg
CCOC(=O)c1cnc2nc(SC)nn2c1N	17	7%	-20	35	-15%	4%	3%
O=C(CCNS(=O)(=O)c1ccccc1C(F)(F)F)N1CCN(S(=O)(=O)c2cccc(Cl)c2)CC1	x	3%	-3	x	57%	x	u
Cc1cc(C(=O)CN2C(=O)NC(CC(C)C)C2=O)c(C)n1C1CC1 (stereo unspecified)	x	7%	17	x	1%	x	x
COC(=O)C1=C(C)N(CCc2ccc(OC)c(OC)c2)C(=O)/C1=C\N(C)C	-4	0%	-7	-8	43%	-16%	-2%
O=C(CCCOc1cccc(Br)c1)NC1CCC(O)CC1 (stereo unspecified)	14	2%	2	4	-30%	x	0%
CCN1CCN(C(C)CCc2ccccc2)CC1 (stereo unspecified)	2	0%	12	-5	-13%	u	-8%
CCN(C(=O)CN1C(=O)NC2(CCCc3ccccc32)C1=O)c1ccc(F)cc1 (stereo unspecified)	x	5%	3	x	27%	x	-7%
CCCCCC/C=N/Nc1nnc(Cc2ccc(OC)c(OC)c2)c(=O)[nH]1	-1	-85%	-19	-15	-28%	-14%	-7%
Cn1c(CN2CCCCC2)nc2cc(NC(=O)c3ccc(F)cc3)ccc21	34*	53%[activator]	-62*	24	-4%	-9%	u
CCOC(=O)c1ccc(Nc2nc(C)cc(=O)[nH]2)cc1	1	2%	2	-3	-22%	2%	-9%
O=C(Nc1c[nH]c(=O)[nH]c1=O)c1ccc([N+](=O)[O-])cc1	7	-3%	-18	25	-6%	2%	-4%
CC(=O)Oc1c(-c2ccco2)oc2ccccc2c1=O	7	-1%	-9	37	-20%	-5%	-9%
CCOC(=O)N1CCC(NC(=O)CCC(=O)c2ccccc2)CC1	-2	1%	-1	-8	-18%	6%	0%
CCc1nn(-c2cc(Cl)ccc2OC)c2c1C(=O)CCC2	-3	-10%	-7	16	10%	7%	-11%
CCN(C(=O)CSc1nnc2ccccn12)C1CCS(=O)(=O)C1 (stereo unspecified)	6	-11%	u	-9	-2%[2.29 µM]	1%	-11%
CC(C)CC(=O)c1c[nH]c(C(=O)NCCCn2ccnc2)c1	10	-6%	20	-7	-5%	-5%	-7%
Cc1cccn2c(=O)c3cc(C(=O)NC4CCCC4)c(=N)n(CC4CCCO4)c3nc12 (stereo unspecified)	-9	15%	-38	-11	-1%	4%	4%
CCc1c(C(=O)OCc2ccccc2)[nH]c(C)c1C	43*	u	8	67*	-53%	-16%	-12%
CC(=O)N=C(N)Sc1nc2ccccc2[nH]1	48*	84%[activator]	102	67*	-5%	-4%	-10%
COc1ccc(CNCCc2c(C)[nH]c3ccc(OC(F)(F)F)cc23)c(OC)c1	-5	u	-66*	-20	33%	-20%	-4%
CCn1nc(NS(=O)(=O)c2ccc(NC(C)=O)cc2)c2cc3ccc(C)cc3nc21	5	17%	78	2	0%	x	-1%
COc1ccc(C2/C=C\CN(C(=O)c3ccc(C)cc3)CC(=O)N2Cc2ccc(F)cc2)cc1 (stereo unspecified)	82*!	-1%	-3	163*!	118%[activator]	3%&-2%	-4%
c1ccc(-c2nnc3ccc(N4CCC5(CC4)OCCO5)nn23)cc1	-3	2%	-23	8	114%[activator]	-3%	-10%
Cc1ccc(NC(=O)CSCC(=O)N(C)CC(=O)Nc2cccc3ccccc23)cc1	x	-15%	2	x	50%	x	u
O=C(NC1=NCCS1)c1cccc(S(=O)(=O)N2CCOCC2)c1	x	1%	-18	x	-21%	x	0%
COc1cccc(OC)c1C(=O)Nc1cc(C)on1	6	-9%	-10	2	-1%	x	-3%
COc1ccc(Cl)cc1C(=O)NCc1ccco1	10	-15%	u	15	-16%	0%	-3%
OC1(Cc2ccn[nH]2)CCCCC1	13	45%[activator]	x	0	-16%	1%	-10%
Cc1[nH]c(C)c(S(=O)(=O)NCc2ccco2)c1C(=O)N1CCCCC1	2	-2%	-27	-6	-10%	13%	u
CC(CC(=O)Nc1ccc(Cl)c(S(=O)(=O)N2CCOCC2)c1)c1ccccc1 (stereo unspecified)	x	0%	-82*	x	-5%	x	-15%
CN(C)C=Nc1ncc2c([nH]c3ccccc32)c1C#N	50*	-1%	u	36	68%[activator]	-7%	9%
CN(Cc1ccccc1)S(=O)(=O)c1ccc(Cl)c(C(=O)NCc2ccc3c(c2)OCO3)c1	-1	1%	-16	-2	-32%	2%	-15%
O=C1Nc2ccccc2/C1=N\c1sc2c(c1C(=O)Nc1ccccc1)CCCC2	8	26%	36	22*	-31%	-2%	2%
CCN1C(=O)c2ccccc2Sc2ccc(C(=O)NC(C)C)cc21	-2	-7%	-101*	-3	-13%	11%	-8%
CCN(CC)CCNCc1nc2ccccc2c(=O)n1-c1ccc(F)cc1	-4	9%	-7	-6	-13%	-8%	-5%
Cc1cccc(OC(=O)c2ccc3nccnc3c2)c1	2	34%[activator]	-2	-25	1%	1%	1%
COc1ccc(NC(=S)NNC(=O)Cn2nc(C(F)F)cc2C(F)F)cc1	-1	27%	u	-2	-21%	5%	-7%
COc1ccc(CCC(=O)NNC(=O)c2cc(Cl)ccc2OC)cc1OC	-6	47%[activator]	-2	-6	0%	-4%	-3%
C=CCn1c(O)c(C=Nc2ccc(F)cc2)c(=O)[nH]c1=O	1	-2%	44	x	-14%	-2%	-18%
O=C(c1cn(-c2ccccc2)nc1-c1cccs1)N1CCN(c2ccccc2)CC1	13	-20%	x	46	-13%	-5%	3%
CCOC(=O)Nc1ccc2c(c1)N(C(=O)CN(C)C)c1ccccc1CC2	-2	0%	u	-7	28%	u	u
O=C1OCC2=C1C(c1ccc(F)cc1)c1cc3c(cc1N2)OCO3 (stereo unspecified)	-5	-19%	-93*	-7	-22%	-3%	u
Cc1ccc(-c2csc3nc(C(C)C)oc(=O)c23)c(C)c1	-1	0%	-2	-7	-22%	14%	9%
CCc1c(C)nc2c(-c3ccccc3)c[nH]n2c1=O	-3	20%	-16	-5	-10%	-27%	0%
Cc1ccc2nc(N(CCN3CCOCC3)C(=O)CCS(=O)(=O)c3ccccc3)sc2c1	x	19%	32	x	67%[activator]	x	-3%
Cc1ccc(C)c(NC(=O)COc2coc(CN3CCc4ccccc43)cc2=O)c1	x	-11%	u	x	21%	x	-10%
Cc1cc(Cl)ccc1OCCCC(=O)OCC(=O)c1c(N)n(C)c(=O)n(C)c1=O	-3	26%	-26	-9	10%	-11%	3%
CCOc1ccc(-c2nc(-c3cccnc3)no2)cc1	31*	-8%	110	23*	-12%	-1%	u
CC1CCCC(C)N1CC(O)COCC1COc2ccccc2O1 (stereo unspecified)	-1	3%	-29	37	2%	x	2%
Cc1ccc([C@@H]2[C@@H]3C(=O)N(C)C(=O)[C@@H]3[C@]3(Cc4ccccc4)C(=O)N(Cc4ccccn4)CC(=O)N23)o1	-3	6%	-29	-3	-3%	4%	u

(further entries)
smiles	Cycloheximide cs	AMA1 RON2 block	HCMV antiviral	Shiga inhibitor	AmpC inh no detg	FBPA Giardia inh	AmpC inh detg
Cc1cccc(N(C(=O)CCC(=O)Nc2ccccn2)C(C(=O)NC(C)C)c2ccc(F)cc2)c1 (stereo unspecified)	-4	3%	u	3	31%	6%	-5%
Oc1ccc(/C=N/n2c3ccccc3c3ccccc32)cc1	-1	-8%	2	-6	-28%	-5%	0%
O=C(NC(=O)c1c(Cl)cccc1Cl)Nc1ccc(Oc2cccnc2)nc1	-2	-9%	-25	-6	4%	-5%	-2%
O=c1c(Cl)c(N2CCN(S(=O)(=O)c3ccccc3)CC2)cnn1-c1ccccc1	6	-9%	-16	-8	-3%	4%	-13%
COc1ccc(NS(=O)(=O)c2cccc(-c3nnc4n3CCCCC4)c2)cc1	1	-3%	-7	20	13%	1%	-7%
O=C(NCc1ccc(F)cc1)c1ccc(CS(=O)(=O)Cc2ccc(F)cc2)o1	-2	-4%	17	8	2%	8%	0%
CCC(c1nnnn1Cc1ccc(F)cc1)N1CCN(C)CC1 (stereo unspecified)	-2	0%	12	-13	-24%	0%	5%
CCOc1cc(N2CCOCC2)c(OCC)cc1NC(=O)CCC1CCCC1	-2	-10%	13	-3	33%	-11%	-6%
Cc1[nH]c2ccc(C(=O)OC(C)C(=O)NCc3ccccc3)cc2c1C (stereo unspecified)	x	-15%	-36	x	-4%	x	u
Cc1ccc(S(=O)(=O)N2CCOCC2)c(C)c1-n1cnnn1	-3	-3%	17	-11	-23%	2%	-8%
CC(C)C[C@H]1CN=C(N(C)C)N1CCCCc1ccccc1	x	-1%	u	x	15%	x	u
O=C(Nc1ccc(Cl)c(Cl)c1)C1C2C=CC3(O2)C1C(=O)N(CCN1CCCCC1)C3C(=O)NC1CCCCC1 (stereo unspecified)	-1	-8%	-39	-11	11%	-14%	-1%
Nc1nc(CSC(=S)N2CCOCC2)nc(Nc2ccc(F)cc2)n1	3	-1%	33	12	-19%	-5%	-6%
CC(=O)NC(Cc1c[nH]c2ccccc12)C(=O)N1CCN(S(=O)(=O)c2ccccc2)CC1 (stereo unspecified)	x	-4%[11.6 µM]	-34	x	22%	x	-1%
O=c1oc2ccccc2n1CCc1ccccc1	10	2%	-6	11	-16%	-16%	-5%
O=C(COC(=O)c1cn(-c2ccccc2)nc1-c1cccnc1)NC1CC1	-3	-7%	23	1	-12%[11.4 µM]	4%	u
CC1CN=C(N(C(=O)Nc2ccccc2)c2ccc(S(=O)(=O)N3CCOCC3)cc2)S1 (stereo unspecified)	18*	2%	-25	21	-27%	10%	1%
CCOC(=O)N1CCN(CCC(=O)c2ccc(Cl)cc2)CC1	0	3%	-3	24	-4%	-18%	-6%
Cc1ccc(Nc2ncnc3sc(C)c(C)c23)cc1	24*	4%	53	79*	-17%	-2%	u
CN(C(=O)CN1C(=O)/C(=C/c2ccc(Cl)cc2)SC1=S)C1CCS(=O)(=O)C1 (stereo unspecified)	-10	-3%	-14	-7	-5%	x	-9%
CN(C)S(=O)(=O)c1ccc2nnn(OCC(=O)NC3CCS(=O)(=O)C3)c2c1 (stereo unspecified)	x	0%	-15	x	-2%	x	6%
COc1ccc(NC(C)C(=O)N2CCN(Cc3ccccc3)CC2)cc1 (stereo unspecified)	1	0%	64	-13	60%	1%	1%
